High-throughput results from PubChem BioAssay.
C1s inh: human complement C1s inhibition; P09871; purified C1s, fluorogenic AMC substrate, pooled mixtures; mean inhibition % of two 10-compound mixtures (hits give high values), % at 5 µM (by protocol); 62,000 compounds, 0.16% hits;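 active = inhibition above 20% in each of the two 10-compound mixture wells holding the compound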;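 also: 0% = enzyme wells lacking compound mixture and 100% = no-enzyme blank wells; some compounds called inactive have numbers as strong as hits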
CatG inh: cathepsin G (human) inhibition; AID 581; inhibition, % at 5 µM (by protocol); 62,000 compounds, 0.2% hits; purified enzyme, AMC-tetrapeptide fluorescence, pooled mixtures; P08311;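 active = inhibition above 20% in each of the two mixture wells holding the compound; inactive = inhibition of 20% or less in either well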;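 also: 0% = enzyme control without mixture and 100% = blank lacking enzyme; strong numbers were not always called active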
Target sequence (P08311 21-244 limits assumed): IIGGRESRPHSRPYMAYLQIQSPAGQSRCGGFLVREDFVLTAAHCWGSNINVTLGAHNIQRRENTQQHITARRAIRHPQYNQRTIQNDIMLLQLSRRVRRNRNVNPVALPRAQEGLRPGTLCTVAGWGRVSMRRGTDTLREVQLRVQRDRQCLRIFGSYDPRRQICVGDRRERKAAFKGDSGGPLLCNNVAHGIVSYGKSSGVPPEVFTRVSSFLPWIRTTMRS
CatB block: inhibitors of human cathepsin B. P07858. purified cathepsin B, fluorogenic substrate, fluorescence. inhibition, %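 (tested at 10 µM)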. 63,000 compounds, 0.1% hits; in the data active = inhibition above about 21%;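 also: 0% = enzyme with no compound and 100% = no enzyme blank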
CatB mix inh: human cathepsin B inhibition by mixtures | Purified cathepsin B, AMC dipeptide fluorescence, compound mixtures | 62,000 compounds, 0.06% hits | P07858 | inhibition, %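 (ten-compound pools at 5 µM per compound and 50 µM total)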; in the data active = inhibition above about 22%, passing the limit was not always enough; inconclusive = no clear call, values can overlap the other calls;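 also: 0% = enzyme without compound and 100% = no enzyme blank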
FXIa mix inh: blocks human factor XIa in pooled compound mixtures; P03951; 62,000 compounds, 0.19% hits; purified FXIa, fluorogenic substrate; inhibition, % at 5 µM; in the data active = inhibition above about 20%, passing the limit was not always enough;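 also: each value is inhibition by a whole ten-compound pool holding the compound; 0% = enzyme with no mixture and 100% = wells lacking enzyme; strong numbers were not always called active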
Target sequence (P03951 19-387 limits assumed): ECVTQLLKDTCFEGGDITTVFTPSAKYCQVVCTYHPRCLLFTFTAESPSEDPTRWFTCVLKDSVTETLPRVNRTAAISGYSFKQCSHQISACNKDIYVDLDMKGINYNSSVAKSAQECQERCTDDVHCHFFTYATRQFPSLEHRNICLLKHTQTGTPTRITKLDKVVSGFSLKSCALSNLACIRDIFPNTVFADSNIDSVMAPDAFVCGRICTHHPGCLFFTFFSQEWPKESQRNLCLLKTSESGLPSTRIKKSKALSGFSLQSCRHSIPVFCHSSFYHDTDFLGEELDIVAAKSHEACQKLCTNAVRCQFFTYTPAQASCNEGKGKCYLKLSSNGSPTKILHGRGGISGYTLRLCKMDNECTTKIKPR
Target sequence (P03951 388-625 limits assumed): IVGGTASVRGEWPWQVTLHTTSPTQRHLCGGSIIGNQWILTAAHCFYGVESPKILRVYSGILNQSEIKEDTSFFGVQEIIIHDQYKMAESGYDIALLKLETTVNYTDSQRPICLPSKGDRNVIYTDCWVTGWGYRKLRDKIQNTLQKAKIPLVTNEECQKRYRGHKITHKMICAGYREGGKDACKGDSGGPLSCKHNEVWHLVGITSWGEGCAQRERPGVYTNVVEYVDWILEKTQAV
CatS inh: blocks human cathepsin S protease activity. P25774. recombinant cathepsin S, AMC dipeptide fluorescence, pooled mixtures. inhibition, %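 (tested at 5 µM per compound within 10-compound mixtures)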. 62,000 compounds, 0.06% hits. AID 501; in the data active = inhibition above about 32%, passing the limit was not always enough; inconclusive = no clear call, values can overlap the other calls;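 also: 0% = enzyme without compound and 100% = blank without enzyme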
Target sequence (P25774 115-331 limits assumed): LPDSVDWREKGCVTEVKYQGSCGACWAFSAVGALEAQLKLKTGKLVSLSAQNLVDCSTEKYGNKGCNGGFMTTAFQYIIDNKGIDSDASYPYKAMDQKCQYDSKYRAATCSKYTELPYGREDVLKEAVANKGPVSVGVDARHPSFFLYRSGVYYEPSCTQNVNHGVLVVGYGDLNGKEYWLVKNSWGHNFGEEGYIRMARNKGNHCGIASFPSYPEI
AP ELISA ortho: alternative pathway complement inhibition, orthogonal assay; Human serum alternative complement pathway, LPS-coated ELISA, C3 deposition; tested in compound mixtures; inhibition, % at 5 µM; 62,000 compounds, 0.08% hits;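 active = inhibition above 30% in each of the two pooled mixtures holding the compound, so the lower value exceeds 30%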;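 also: 0% = serum in Mg-EGTA without compound and 100% = EDTA serum blank; some compounds past the cut are filed as inactive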
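Assay system: Human serum alternative complement pathway, C3 deposition on LPS-coated wells | Incubation: 1 h serum-compound exposure at 37 °C | Doses: 5 µM per compound in ten-compound mixtures | Read-out: Percent inhibition | Technique: ELISA with HRP anti-human C3 antibody, TMB substrate, absorbance 450 nm | Replication: Two pool placements per compound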
CatL block: inhibitors of human cathepsin L | purified cathepsin L, fluorogenic substrate, fluorescence | 58,000 compounds, 0.17% hits | inhibition, %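 (tested at 10 µM)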 | P07711; in the data active = inhibition above about 45%;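 also: 0% = enzyme with no compound and 100% = no enzyme blank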
E coli RNAP: blocks E. coli RNA polymerase transcription; P0A8V2; fluorescence transcription assay; inhibition, %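 (tested at 10 µM)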; 62,000 compounds, 0.2% hits; AID 559; in the data active = inhibition above about 20%;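 also: 0% = enzyme without compound and 100% = no enzyme blank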
Starred values were filed as active, the others as inactive; u = inconclusive; x = no result given. An excerpt; count on the stated rates, not on these rows.

SMILES	C1s inh	CatG inh	CatB block	CatB mix inh	FXIa mix inh	CatS inh	AP ELISA ortho	CatL block	E coli RNAP
CC(C)C(c1nnnn1Cc1ccc(F)cc1)N1CCN(Cc2ccc3c(c2)OCO3)CC1 (centres undefined)	3	-1	1	-2	5	4	-19	20	1
CCOC(=O)N1CCC(Nc2nc3ccccc3n3nnnc23)CC1	5	9	7	-1	0	-1	8	8	4
CCc1c(C)nc(N)n2c(SCC(=O)N3CCCC(C)C3)nnc12 (centres undefined)	2	3	-3	6	11	7	11	-7	5
CCCCCNC(=O)CCCCn1c(=O)[nH]c2cc(OCC)c(OCC)cc2c1=O	14	7	6	6	0	4	7	-1	1
CC1CCN(S(=O)(=O)c2ccc(NC(=O)c3cccs3)cc2)CC1	-5	-4	2	0	15	9	14	3	1
Cn1nccc1C(=O)Nn1cnnc1	-170	-23	-7	-5	-78	-25	9	8	4
CCCc1cc(C(=O)Nc2sc(C(C)=O)c(C)c2C(=O)OCC)no1	11	6	4	1	7	-2	12	2	4
COc1ccc(NC(=O)CCCNS(=O)(=O)c2cccs2)cc1	-8	-3	-3	-3	-1	-6	2	1	5
OC(c1ccccc1)C1CN(Cc2ccccc2)CCC1(O)c1ccccc1 (centres undefined)	13	9	2	1	4	-2	16	-2	3
C=CCNc1nc(N)c(C(=O)Nc2cc(C)on2)s1	14	16	6	3	1	7	10	-1	11
CN(CC(=O)NCCN1CCCCCC1)S(=O)(=O)c1cccc2nsnc12	2	5	3	0	9	3	14	27	4
CCOC(=O)N1CCC(Nc2ncnc3c2cnn3-c2ccc(Cl)cc2)CC1	2	6	1	2	-2	53	6	16	3
Cc1nnc(SCC(=O)N2CCC(C(N)=O)CC2)s1	2	9	-4	2	7	2	2	7	8
COC(=O)c1ccc(S(=O)(=O)N2CCCC2)o1	15	8	7	4	6	2	7	-6	11
N#CCSc1nc(N)c(C#N)c(C2CCCCC2)c1C#N	-31	-13	2	0	5	0	0	-5	-6
Cc1[nH]nc2c1C1(CCOC1C)C(C#N)=C(N)O2 (centres undefined)	-3	-13	-1	-1	2	-5	-13	17	-1
CC(=O)NCN1CCN(CNC(C)=O)CC1	12	8	4	9	5	2	11	-3	6
Cc1cc2ncc(C(=O)Nc3ccccc3)c(C)n2n1	4	1	-2	6	5	18	19	-3	6
Oc1ccc2[nH]cnc2c1CN1CCCCC1	-15	6	-1	3	0	11	11	10	11
COc1cc(OC)c(Cl)cc1N	-15	6	-1	-4	-5	3	4	6	1
Cc1ccc2oc3c(c(=O)c2c1)C(c1ccc(F)cc1)N(CCCN1CCOCC1)C3=O (centres undefined)	11	11	4	2	4	15	15	20	13
C=CCSc1nc2c(c(=O)[nH]1)C(C(C)C)C(C#N)=C(N)O2 (centres undefined)	-7	5	-1	4	8	2	22	-6	1
O=c1n(-c2ccccc2)c(=O)n2n1CCCC2	4	3	-3	6	4	-1	8	1	6
CCCCCOc1ccc(NS(C)(=O)=O)cc1	-20	-6	x	3	-5	18	-5	20	7
O=C(Nc1ccc2oc(-c3ccccc3)nc2c1)c1ccc2c(c1)OCCO2	7	9	0	-1	-1	5	-7	9	6
OCCN(Cc1ccccc1)Cc1ccccc1F	-38	-1	-3	6	13	9	11	-4	3
COc1ccc(-n2ncc3c(N(C)C4CCCCC4)ncnc32)cc1	29	10	2	2	2	-1	13	x	1
C=CCc1cccc(C2Nc3ccccc3C(=O)N2O)c1O (centres undefined)	-2	11	4	1	-2	14	-2	7	8
O=C(O)CSc1nnc(-c2ccc(S(=O)(=O)N3CCCC3)cc2)n1Cc1ccco1	8	12	-1	5	16	9	12	6	13
O=C(CSc1nnc(-c2ccco2)c(-c2ccco2)n1)Nc1ccccc1	-61	10	57*	u	6	15	-8	31	11
CC(C)CCOc1ccc(C(=O)NCCC(=O)N2CCOCC2)cc1	-1	2	-5	8	5	0	30	2	2
COc1ccc(CNC(=O)CCCCCn2c(SCC#N)nc3cc4c(cc3c2=O)OCO4)cc1	14	12	1	1	1	0	11	16	5
Cc1cc(C)c(C)c(OCCOCCN2CCOCC2)c1	-12	-9	-2	-2	-2	-6	-10	-5	-8
O=C(Nc1nc2ccccc2[nH]1)C1CC(=O)N(c2ccc3c(c2)OCCO3)C1 (centres undefined)	-7	1	2	0	8	2	8	8	2
CCCc1cc(=O)oc2cc3oc(C)c(C)c3cc12	3	6	1	0	9	-6	6	0	2
O=C(CSc1nc2scc(-c3ccco3)c2c(=O)n1-c1ccccc1)NCC1CCCO1 (centres undefined)	-28	-3	6	2	9	8	2	x	8
CCOc1cc(N2CCOCC2)c(OCC)cc1NC(=O)Cc1cn2ccsc2n1	3	0	-4	-7	8	-2	12	0	-4
Cc1cc(C)n(-c2nc(NCCCO)c3c4c(sc3n2)CCCC4)n1	2	0	-2	3	-2	-4	19	-9	-8
COc1ccc(C)cc1NC(=O)c1cc2cc3ccc(C)cc3nc2o1	14	11	-2	6	10	-4	14	-16	1
CCOC(=O)N1CCN(C(=O)c2ccc(CNS(=O)(=O)c3ccc(OC)cc3)cc2)CC1	-37	-6	6	-1	25	14	-10	19	11
OCCN1CN=C(Nc2nc3ccccc3o2)NC1	-15	7	-4	-4	2	13	-3	4	-1
CCn1cc(C(=O)NC2CCCCCC2)c2cc(OC)c(OC)cc2c1=O	-15	7	3	1	-8	6	-2	10	3
Cc1cccn2cc(-c3ccccc3)nc12	12	14	1	7	9	6	10	5	5
COc1ccc(S(=O)(=O)NCc2ccc3c(c2)OCO3)cc1C(=O)O	7	7	3	3	8	-5	18	-6	0
COCCNC(=O)C1CCN(S(=O)(=O)c2ccccc2)CC1	0	0	-3	8	9	21	13	-4	7
CC(C)Cc1c(O)nc(SCCN2CCOCC2)[nH]c1=O	-3	8	1	4	3	-4	4	-6	4
CCS(=O)(=O)N1CCN(C(=O)c2cc(OC)cc(OC)c2)CC1	9	9	-3	1	6	-5	5	-7	3
O=C(C1CCN(c2ccc(N3CCOCC3)nn2)CC1)N1CCN(c2ccc(F)cc2)CC1	-9	-4	1	-3	3	-4	23	x	-11
CCOC(=O)N1CCC(NC(=O)c2cnn3c2NC(c2ccco2)CC3C(F)(F)F)CC1 (centres undefined)	-5	7	5	4	-1	-2	3	7	9
O=c1c2ccccc2nc2n1CCN2Cc1ccc(Cl)cc1	-17	8	7	-1	-5	6	4	4	2
Cc1c(Cl)cccc1N(CC(=O)NC1CCCCC1)S(C)(=O)=O	-57	1	2	-1	-5	1	5	12	8
CCOC(=O)N1CCC(NC(=O)c2ccc(CNS(=O)(=O)c3ccc(F)cc3)cc2)CC1	-47	-10	1	-2	3	-6	-2	1	-6
CCCn1c(=O)c(C(=O)NCc2ccncc2)c(O)c2ccccc21	-3	6	2	-7	1	-1	10	2	7
CC(C)Oc1ccc(C(CC(=O)O)NC(=O)CSc2ncn[nH]2)cc1 (centres undefined)	31	9	-1	1	4	1	12	7	3
CCOc1ccccc1C(=O)NCCC(=O)O	-42	-20	1	0	-8	1	2	4	-13
CCOCC(=O)N1CCc2ccccc21	-47	-2	-4	7	4	-1	26	-5	6
CCn1c(CSc2nnc(-c3cccnc3)n2-c2ccccc2C)nc2cc(C(=O)O)ccc21	0	-1	2	3	3	7	-1	3	0
CCOC(=O)/N=C(/NC(=O)Nc1ccc(C(=O)OCC)cc1)OC	10	10	-1	5	12	15	-4	-1	10
Cn1nnc2cc(NC(=O)N3CCN(c4ccccn4)CC3)ccc21	-46	-1	2	-8	-10	-6	16	x	5
Cc1ccccc1-c1nc(Cc2ccccc2)no1	14	8	1	2	4	-3	4	12	10

Carrying on.
SMILES	C1s inh	CatG inh	CatB block	CatB mix inh	FXIa mix inh	CatS inh	AP ELISA ortho	CatL block	E coli RNAP
O=C(NCc1ccco1)c1cc(-c2cccnc2)nc2ccccc12	-1	-1	-6	4	4	-3	15	6	-2
Cc1cccc(NC(=O)CSc2nnc(Cn3nnc(-c4ccccc4)n3)n2-c2ccccc2)c1	9	8	1	4	8	13	-3	5	14
CCOC(=O)N1CCN(Cc2ccccc2Cl)CC1	-2	1	-5	-1	22	3	13	0	-3
CCOc1ccc(C(C)=O)cc1N1C(=O)C2C3C=CC(C3)C2C1=O (centres undefined)	-10	-2	-6	4	2	-12	19	-3	4
COc1ccc(OC)c2[nH]c(=O)c(CCNC(=O)c3ccc(S(=O)(=O)N4CCCCC4)cc3)cc12	15	13	2	2	1	5	2	24	8
Cc1cnc(C(=O)Nc2ccccc2-n2cccc2)cn1	-5	2	5	0	6	14	-6	-9	-3
O=C(Nc1cccc(F)c1)NC1CC2CCCC(C1)N2C1CC1 (centres undefined)	9	11	1	6	1	18	5	26	11
CN(C)Cc1ccc(O)c(CCc2ccccc2)n1	2	1	x	4	-1	-2	12	-2	4
CC(NS(=O)(=O)c1ccc(CCC(=O)N2CCN(C)CC2)cc1)c1ccccc1 (centres undefined)	-16	-6	8	2	4	15	6	24	-3
COc1ccc(-c2ccc(-c3noc(-c4cccc(OC)c4)n3)c(OC)n2)cc1	-27	6	0	0	5	-2	15	-15	4
Cc1noc(C)c1S(=O)(=O)N1CCC(C(=O)N2CCN(C3CCCC3)CC2)CC1	-2	11	2	3	-1	6	1	6	6
O=S(=O)(NCCCO)c1ccc2c(c1)Cc1cc(S(=O)(=O)NCCCO)ccc1-2	15	12	5	-4	5	10	7	13	2
CC(=O)C(C)Oc1ccc2c3c(c(=O)oc2c1)CCCCC3 (centres undefined)	-25	-1	-8	2	-2	0	-4	-40	-2
Cc1ccc(-n2cc3c(=O)n(C)c(=O)n(C)c3c2)cc1C	1	9	1	1	6	-1	16	6	8
O=C(O)CCCC(=O)NCCCc1ccccc1	-12	-11	0	-5	0	-7	-2	9	-2
O=C(Nc1ccc(Br)c(Cl)c1)c1ccco1	3	11	0	-6	-1	-2	1	9	7
Cc1cc(NC(=O)CCC(=O)N(Cc2ccco2)C2(C(=O)NC3CCCCC3)CCN(C)CC2)no1	-1	-4	0	0	2	5	-17	17	6
O=C(CSc1ncn[nH]1)c1ccc2c(c1)OCCO2	-9	-15	3	1	-1	-8	-2	-2	-5
Nc1nonc1C(=O)NCCc1ccccc1	15	12	17	6	12	-9	13	x	12
OC1(c2cccc(C(F)(F)F)c2)CCNCC1	15	6	3	2	0	-2	-3	3	13
O=C(COc1ccccc1Cl)Nn1cnnc1	48	4	x	-1	4	14	-5	x	x
N/C(=N\O)C1COc2ccccc2O1 (centres undefined)	-36	3	2	-8	-11	6	0	x	7
O=C1CC(N2CCC(c3nc4ccccc4o3)CC2)C(=O)N1c1ccc(Cl)c(C(F)(F)F)c1 (centres undefined)	0	8	-2	-5	0	-15	5	8	4
O=C(CSCc1nc2ccccc2[nH]1)N1CCN(c2cccc(Cl)c2)CC1	-13	-1	4	-4	-1	-1	0	8	5

Single records, as listed above.
Results for `O=C(C1CCN(c2ccc(N3CCOCC3)nn2)CC1)N1CCN(c2ccc(F)cc2)CC1` : C1s inh = -9; CatG inh = -4; CatB block = 1; CatB mix inh = -3; FXIa mix inh = 3; CatS inh = -4; AP ELISA ortho = 23; CatL block = x; E coli RNAP = -11
Results for `CCOC(=O)N1CCN(Cc2ccccc2Cl)CC1` : C1s inh = -2; CatG inh = 1; CatB block = -5; CatB mix inh = -1; FXIa mix inh = 22; CatS inh = 3; AP ELISA ortho = 13; CatL block = 0; E coli RNAP = -3
